# NPSR antag = antagonists of human neuropeptide S receptor cAMP signaling; CHO-NPSR cells, cAMP TR-FRET, antagonist mode; AID 1461; Q6W5P4; Potency, µM (series often up to 38.3 µM), without a hit: at the top dose activity change, negative = inhibition, most hits filed as inhibitors; 220,000 tested, 1% active; also: potency is read from the fitted curve at half-maximal effect; % is scaled to controls: 0 for no effect and ±100 for the full control effect; nearly all actives have a fitted effect of over 50% in size; many of its hits are not listed in these tables
# Epigenetic derep = regulators of epigenetic silencing causing reporter derepression in mouse cells; Potency, µM (top dose mostly 53.9 µM), for the others: top-dose GFP activation, most hits filed as activators; 280,000 tested, 0.2% active; AID 1865; murine LDR cells, GFP reporter derepression, 30 h; also: potency is read from the fitted curve at half-maximal effect; % of control where 0% means no effect; nearly all actives have a fitted effect of over 60% in size
#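 Reporter derepression read as number of fluorescent GFP-positive objects, 20-120 um in size, counted by laser-scanning cytometer. Mouse LDR line with an epigenetically silenced CMV-GFP locus; compound incubation 30 h, 37 C.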
# GLA spleen mod = inhibitors or activators of human alpha-galactosidase in spleen homogenate. P06280. 240,000 tested, 0.008% active. human spleen homogenate, 4MU-alpha-Gal fluorescence, 40 min. Potency, µM (titrated, usually from 80 µM), for the others: top-dose activity change, negative = inhibition, usual class: inhibitors. AID 2107;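 also: potency is read from the fitted curve at half-maximal effect; 0% = enzyme with vehicle and -100% = no enzyme basal signal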
# Target sequence (P06280 32-429 limits assumed): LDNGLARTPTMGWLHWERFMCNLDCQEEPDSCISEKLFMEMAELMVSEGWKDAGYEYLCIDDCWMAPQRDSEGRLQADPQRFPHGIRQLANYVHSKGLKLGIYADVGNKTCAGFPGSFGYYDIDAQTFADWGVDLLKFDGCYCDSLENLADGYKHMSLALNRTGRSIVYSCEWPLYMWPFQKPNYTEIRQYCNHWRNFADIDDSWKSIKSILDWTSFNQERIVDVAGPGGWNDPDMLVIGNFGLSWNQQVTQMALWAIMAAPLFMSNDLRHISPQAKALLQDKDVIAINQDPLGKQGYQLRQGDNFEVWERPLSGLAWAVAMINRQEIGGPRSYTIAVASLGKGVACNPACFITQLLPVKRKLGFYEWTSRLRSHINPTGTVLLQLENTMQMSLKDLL
#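 Human spleen homogenate (1 ug) was the enzyme source, with 4-methylumbelliferyl-alpha-D-galactopyranoside (1 mM final) in pH 5.0 citrate buffer with 0.01% Tween-20. Compounds were titrated; after 40 min at 37C, NaOH/glycine stop, 4-MU fluorescence read; AC50 from Hill fits.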
# Tau fibril FP = inhibitors of human tau fibril formation. P10636. K18 P301L tau heparin fibrillization, Alexa594 FP, 6 h. Potency, µM (series often up to 57.7 µM), inactives show at the top dose activity, negative = inhibition, most hits filed as inhibitors. 280,000 tested, 0.39% active. AID 1468; also: potency is read from the fitted curve at half-maximal effect; % is scaled to controls: 0 for no effect and ±100 for the full control effect; nearly all actives have a fitted effect of over 55% in size
#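 Quantitative HTS format: compounds meet 15 uM recombinant K18 P301L tau and Alexa 594-tau tracer in 100 mM sodium acetate pH 7; 20 uM heparin triggers fibrillization at 37 C over 6 hr; FP gives the signal.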
# Tau fluor counter = counter-screen for tau fibril formation inhibitors; tau K18 P301L (four-repeat tau fragment) Alexa594 fluorescence, heparin fibrillization; Potency, µM (series often up to 57.7 µM), for the others: at the highest dose activity change, negative = decrease; 280,000 tested, 0.93% active; AID 1463; also: potency is read from the fitted curve at half-maximal effect; % is scaled to controls: 0 for no effect and ±100 for the full control effect; nearly all actives have a fitted effect of over 55% in size
#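 Human K18 P301L tau (15 uM unlabeled plus 0.24 uM Alexa 594-labeled, final) in 100 mM sodium acetate pH 7 was mixed with compound and 20 uM heparin and incubated 6 hr at 37 C.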
# TR SRC2 fluor cs = alters Texas Red total fluorescence, flagging assay interference. TRb/SRC2 Texas Red total fluorescence interference. Potency, µM (doses to about 106 µM), for inactives: at the highest dose fluorescence change, negative = quenching. 280,000 tested, 0.29% active. AID 1479; active = well fitted curve in either direction with a large enough effect; inconclusive = small, poorly fitted or top-dose-only effect; also: potency is read from the fitted curve at half-maximal effect; % is scaled to controls: 0 for no effect and ±100 for the full control effect
#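 Human TRβ ligand-binding domain (0.6 uM) and Texas Red SRC2 peptide (20 nM) in Tris buffer with 1 uM T3 and 5% DMSO were incubated with pinned compound for 5 hr at ambient temperature. Total fluorescence was computed as S + 2P (555/632 nm).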
# TRb-SRC2 inh = TRbeta-SRC2 interaction inhibition | P10828 | TRbeta-SRC2 peptide binding, fluorescence polarization; receptor liganded with 1 µM T3 | Potency, µM (series often up to 106 µM), inactives show at the highest dose activity change, negative = inhibition, most hits filed as inhibitors | 280,000 tested, 0.065% active;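 also: potency is read from the fitted curve at half-maximal effect; plate controls were bound peptide for no effect and peptide without receptor for full effect; nearly all actives have a fitted effect of over 50% in size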
#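 Human TRb ligand-binding domain (0.6 uM) is mixed with 20 nM Texas Red SRC2 peptide and 1 uM T3; after compound addition and 5 hr at ambient temperature, polarization is measured and normalized to unbound and bound controls.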
# CBFb RUNX1 block = inhibitors of human CBF-beta and RUNX1 interaction; AID 1477; Potency, µM (series often up to 59.8 µM), for inactives: top-dose activity, negative = inhibition, actives largely listed as inhibitors; AlphaScreen CBFb-His/RUNX1-biotin binding, biochemical; Q01196+Q13951; 230,000 tested, under 10 active; also: % of control where 0% means no effect
# Target sequence (Q01196 whole entry, looked up): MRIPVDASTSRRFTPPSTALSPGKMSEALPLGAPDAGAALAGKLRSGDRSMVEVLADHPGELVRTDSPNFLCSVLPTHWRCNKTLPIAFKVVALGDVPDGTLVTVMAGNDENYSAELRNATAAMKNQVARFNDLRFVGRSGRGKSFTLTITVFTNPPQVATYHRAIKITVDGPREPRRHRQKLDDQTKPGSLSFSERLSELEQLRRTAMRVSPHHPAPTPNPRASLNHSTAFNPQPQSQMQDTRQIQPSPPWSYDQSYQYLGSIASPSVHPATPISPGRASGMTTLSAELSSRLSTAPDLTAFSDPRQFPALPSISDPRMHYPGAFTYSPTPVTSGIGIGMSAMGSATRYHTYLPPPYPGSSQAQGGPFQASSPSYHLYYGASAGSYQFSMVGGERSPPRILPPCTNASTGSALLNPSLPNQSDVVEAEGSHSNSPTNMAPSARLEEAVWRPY
# Target sequence (Q13951 whole entry, looked up): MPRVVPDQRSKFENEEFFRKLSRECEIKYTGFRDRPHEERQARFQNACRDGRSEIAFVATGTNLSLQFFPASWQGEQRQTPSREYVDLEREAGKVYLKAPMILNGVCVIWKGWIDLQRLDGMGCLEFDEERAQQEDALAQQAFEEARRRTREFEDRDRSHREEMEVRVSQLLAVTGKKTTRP
#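 Inhibition was taken as any reduction in AlphaScreen signal from the CBF-beta–RUNX1 pair (His and biotin tags, 30 nM each), measured after compound (15 min) and bead (90 min) incubations at room temperature.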
# * hit, by the source's call; ? = inconclusive; nt = no result given; [ ] = another dose, or the depositor's remark. Unless noted, calls follow the shape of the dose curve; as a rule, active = well fitted curve in the direction sought with a large enough effect; inconclusive = small, poorly fitted or top-dose-only effect, or another doubt; inactive = no such curve, though single readings can be large; an effect the other way counts as inactive or inconclusive. The list is partial; count on the stated rates, not on these rows.
cpd	Compound	TR SRC2 fluor cs	TRb-SRC2 inh	CBFb RUNX1 block	NPSR antag	Tau fibril FP	Tau fluor counter	GLA spleen mod	Epigenetic derep
1	O=C(NCc1ccc2c(c1)OCO2)c1ccc(N2C(=O)C3CCCCC3C2=O)cc1 (stereo not given)	1%	-2%	2%	?	-1%	-11%	6%	0.0%
2	O=c1cc(O)c(-c2cccc(Cl)c2)c(Cl)[nH]1	0%	-13%	8%	-9%[46.1 µM]	-5%	-12%	3%	-6.9%
3	O=C(CSc1nccn1Cc1ccccc1)Nc1ccc2c(c1)OCO2	?	0%	nt	nt	-1%	-8%	nt	0.0%
4	Cc1cc(C)n2nc(SC(C)C(=O)Nc3ccc(Cl)cn3)nc2n1 (stereo not given)	-3%	-3%	2%	6%	-1%	0%	-1%	-2.2%
5	O=C(/C=C/c1ncc(C(F)(F)F)cc1Cl)OCc1ccccc1	1%	0%	16%	-13%[46.1 µM]	2%	-18%	5%	3.3%
6	Cc1ccccc1Cn1c(=N)n(CC(O)c2ccco2)c2ccccc21 (stereo not given)	2%	-2%	3%	-10%[46.1 µM]	-9%	-6%	9%	-0.9%
7	CCc1nnc2c(Nc3cccc(F)c3)nc3ccc(C(=O)c4ccccc4)cc3n12	-1%	-7%	nt	nt	1%	0%	nt	5.0%
8	COc1ccc(CNC(=O)CN(c2ccccc2OC)S(=O)(=O)c2ccc(C)cc2)cc1	-1%	8%	nt	nt	-6%	4%	nt	3.6%
9	C/C(=N\NC(=O)c1cc(-c2ccccn2)nc2ccccc12)c1cccc([N+](=O)[O-])c1	-2%	7%	-11%	11%	-11%	-19%	0%	8.8%
10	CCOC(=O)N1CCN(S(=O)(=O)c2ccc(C(=O)Nc3ccc(F)cc3F)cc2)CC1	-1%	1%	-3%	1%[46.1 µM]	-7%	-13%	8%	0.0%
11	CC(C)OC(=O)c1cccc(NC(=O)CSc2nnc(N)s2)c1	1%	5%	5%	14%	-3%	-18%	7%	0.1%
12	COc1ccc(NC(=S)NC(NC(=O)c2ccccc2Cl)C(Cl)(Cl)Cl)c([N+](=O)[O-])c1 (stereo not given)	-1%	-7%	-15%	?	6%	?	5%	0.0%
13	CC(C)[C@H](NC(=O)CNC(=O)OC(C)(C)C)C(=O)N[C@H](C=O)C(C)C	-1%	-22%	14%	nt	-5%	-2%	-11%	1.1%
14	COc1cc(S(=O)(=O)N2CCN(Cc3ccc4c(c3)OCO4)CC2)c(C)cc1C	1%	4%	-11%	-30%	9%	-16%	-6%	-1.0%
15	O=C(CCn1c(=O)c2ccccc2n(CC(=O)NCCC2=CCCCC2)c1=O)NCc1ccco1	3%	-15%	7%	-16%[46.1 µM]	6%	3%	-3%	-0.8%
16	N#C/C(=C\c1ccc(C(=O)O)cc1)c1ccccn1	-5%	-1%	-5%	-24%	9%	12%	-2%	-0.2%
17	NC(=O)NC(=O)CC1S/C(=N/N=C2\CSC(=O)N2)NC1=O (stereo not given)	1%	-9%	-1%	23%	-18%	1%	2%	-3.8%
18	Cc1cc(O)c(C(C[N+](=O)[O-])c2ccc(Cl)cc2Cl)c(=O)o1 (stereo not given)	0%	7%	-4%	-13%[46.1 µM]	?	-22%	1%	-3.6%
19	COc1ccccc1C1C(C(C)=O)=C(O)C(=O)N1CCc1ccccc1 (stereo not given)	0%	-3%	2%	-5%[46.1 µM]	-3%	0%	3%	0.9%
20	Cc1cc(C)cc(-n2c(SCC(=O)N3CCOCC3)nc3c([nH]c4ccccc43)c2=O)c1	0%	4%	nt	nt	-8%	-12%	nt	6.9%
21	CCCC(=O)c1c[nH]c(C(=O)NCCCN2CCOCC2)c1	2%	-13%	-5%	2%[46.1 µM]	2%	2%	0%	-0.6%
22	CC(C)CCOc1ccc(Cn2c(=O)oc3ccccc32)cc1	-1%	3%	nt	nt	-3%	1%	nt	-6.2%
23	COc1cc(N=c2oc3c(C)ncc(CO)c3cc2C(N)=O)cc(OC)c1OC	-2%	-6%	-6%	-30%	1%	-12%	5%	0.1%
24	COC(=O)c1ccc(=O)n(Cc2ccc3c(c2)OCO3)c1	0%	1%	2%	6%[46.1 µM]	-12%	-12%	-2%	-1.7%
25	Cc1cccc(OCCn2nc(C(=O)O)c3ccccc3c2=O)c1	1%	-17%	4%	-11%[46.1 µM]	-4%	-16%	9%	-4.3%
26	O=C(Nc1ccccc1O)c1ccc(NS(=O)(=O)c2cccc3cccnc23)cc1	-4%	-1%	1%	26%	-1%	?	1%	-1.2%
27	CCC(CO)NCc1ccccc1OC(C)C (stereo not given)	-1%	4%	4%	-10%	-4%	-4%	-11%	-1.0%
28	COC(=O)c1cc(C(=O)OC)n(Cc2ccc(F)cc2)n1	0%	9%	5%	-5%[46.1 µM]	-3%	-4%	-10%	0.0%
29	O=C(NCC1CCN(Cc2ccccc2Cl)CC1)c1cc2ccc3cccnc3c2[nH]1	2%	-7%	nt	nt	-5%	-19%	nt	3.6%
30	COCCCNC(=O)CC(NS(=O)(=O)c1ccc(Cl)cc1)c1ccco1 (stereo not given)	-2%	11%	3%	9%[46.1 µM]	0%	-2%	-6%	-1.1%
31	CCOc1ccc(C(=O)NCC(=O)OCc2csc(-c3ccccc3)n2)cc1	-4%	7%	1%	-12%[46.1 µM]	3%	-7%	3%	1.0%
32	Cc1cc(Sc2nc(N(C)C)nc(N(C)C)n2)nc(Cl)n1	0%	2%	3%	-1%	-11%	-6%	2%	-5.5%
33	COc1cccc(NC(=O)c2cccc(C)c2[N+](=O)[O-])c1	4%	3%	-4%	0%	3%	-4%	-5%	-1.0%
34	CO/N=C(/CNC(=O)c1ccc(Cl)cc1Cl)c1ccc(Cl)cc1	-2%	1%	10%	-22%[46.1 µM]	-6%	-8%	-12%	-2.3%
35	O=C(Nc1nnc(C2CC2)s1)c1cccc(S(=O)(=O)N2CC(c3ccccc3)CC2=O)c1 (stereo not given)	2%	1%	-3%	-12%[46.1 µM]	-10%	-15%	6%	0.8%
36	COc1ccc(C(=O)Nc2ccc(S(=O)(=O)Nc3onc(C)c3C)cc2)cc1OC	-2%	-4%	5%	-3%[46.1 µM]	-3%	-10%	2%	-1.1%
37	CCCCn1c(SCC(=O)Nc2cc(C(F)(F)F)ccc2Cl)nnc1C(CC)N(C)C (stereo not given)	0%	5%	4%	-31%	4%	-3%	-1%	0.0%
38	O=C(CCCn1c(=S)[nH]c2ccc(Br)cc2c1=O)N1CCN(c2ccccn2)CC1	-1%	8%	4%	?	-3%	?	-16%	1.3%
39	Cc1ccsc1/C=C1\Oc2cc(OCC(=O)c3ccccc3)ccc2C1=O	-5%	5%	-10%	-6%	-4%	-22%	-2%	-0.9%
40	O=C(O)c1ccccc1NC(=O)C1CCCO1 (stereo not given)	0%	11%	5%	10%[46.1 µM]	1%	1%	-1%	-2.3%
41	Cc1cc(=O)oc2cc(OCCC[n+]3ccccc3)ccc12	0%	-4%	-6%	-2%[7.67 µM]	-3%	-13%	-6%	2.4%
42	O=C(Cc1c(F)cccc1Cl)NCC1CCCO1 (stereo not given)	4%	-11%	2%	-3%[46.1 µM]	1%	4%	4%	0.0%
43	Cc1ccc2[nH]cc(C(c3ccccc3)c3ccc(C)s3)c2c1 (stereo not given)	-1%	0%	nt	nt	-17%	10µM*[quencher]	nt	5.1%
44	Cc1cccc(C(=O)N2CCCCC2CCN2CCCCC2)c1 (stereo not given)	0%	-6%	nt	nt	0%	0%	nt	-2.4%
45	C=CCNc1nc(Cl)nc(Nc2ccc(OCC)cc2)n1	5%	8%	1%	-14%[46.1 µM]	-1%	-13%	-5%	0.0%
46	CCCc1c(C(=O)N2CCN(c3ccccc3OC)CC2)cnn1-c1ccccc1	2%	-5%	3%	-3%	-4%	-6%	2%	2.2%
47	COc1ccc(CC(=O)Nc2cccc(S(=O)(=O)N3CCCCCC3)c2)cc1OC	-1%	11%	-8%	12%	3%	?	2%	-0.9%
48	O=C1N(Cc2ccccc2)CCCC12CCCN(Cc1ccccc1)C2=O	1%	-2%	-5%	-2%[46.1 µM]	-2%	-4%	13%	-1.0%
49	O=C(COC(=O)c1cc(-c2ccncc2)nc2ccccc12)Nc1ccc2c(c1)OCO2	-5%	-3%	3%	16%	5%	-2%	9%	0.0%
50	O=C(CSc1nnc(NC(=O)C2CC2)s1)Nc1ccc(F)cc1	-3%	7%	0%	-6%[46.1 µM]	-1%	2%	-5%	2.2%

# Exported as labelled records: entries from further up.
[37] CCCCn1c(SCC(=O)Nc2cc(C(F)(F)F)ccc2Cl)nnc1C(CC)N(C)C (stereo not given)
  TR SRC2 fluor cs: 0%	TRb-SRC2 inh: 5%	CBFb RUNX1 block: 4%	NPSR antag: -31%	Tau fibril FP: 4%	Tau fluor counter: -3%	GLA spleen mod: -1%	Epigenetic derep: 0.0%

[47] COc1ccc(CC(=O)Nc2cccc(S(=O)(=O)N3CCCCCC3)c2)cc1OC
  TR SRC2 fluor cs: -1%	TRb-SRC2 inh: 11%	CBFb RUNX1 block: -8%	NPSR antag: 12%	Tau fibril FP: 3%	Tau fluor counter: ?	GLA spleen mod: 2%	Epigenetic derep: -0.9%

# Just NPSR antag, for some of the entries so far:
item	SMILES	NPSR antag
42	O=C(Cc1c(F)cccc1Cl)NCC1CCCO1 (stereo not given)	-3%[46.1 µM]
26	O=C(Nc1ccccc1O)c1ccc(NS(=O)(=O)c2cccc3cccnc23)cc1	26%
